Screening data (PubChem)
PolyA inhibitor: inhibitors of polyadenylation in S. cerevisiae. S. cerevisiae SKY197-pL101 polyadenylation reporter, beta-gal luminescence; efflux-impaired pdr1/pdr3 knockout yeast; score 100 = 6 SD above DMSO. calls only at 12 µM. hit rate 0.02% among 300,000. AID 1875;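 active = lowest replicate activity score at least 50, where 100 means six control SD above control mean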;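 note: yeast exposed to compound for 9 h at 30 °C; higher score means more reporter readthrough which indicates perturbed polyadenylation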
TRPC4 block: TRPC4 (mouse) channel inhibition. B-score at 10 µM. HEK293 TRPC4beta/mu-opioid, DAMGO-evoked Fluo4 calcium flux; active compounds read low. hit rate 0.39% among 300,000. Q9QUQ5;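 active = B-score over 3 SD under the library average, no early fluorescence shift, positive overall ratio signal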
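material = TRPC4beta/mu-opioid receptor HEK293 cell line | probe or stimulus = sequential submaximal and maximal DAMGO stimulation | compound dosing = one concentration per compound | measured by = Fluo4 Ca2+ flux fluorescence | evaluation = integrated fluorescence ratio relative to baseline, converted to per-well B score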
KCNQ1 block: inhibitors of human KCNQ1 potassium channel; P51787; CHO-K1 KCNQ1, FluxOR thallium flux fluorescence; active compounds read high; B-score at 10 µM; hit rate 1.3% among 310,000; AID 2642;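 active = compounds whose thallium flux B-score, printed positive for inhibition, exceeds three library SD while starting fluorescence stays within three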;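 note: channel opened by potassium depolarization with thallium stimulus after 20 min compound exposure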
Target sequence (P51787 whole entry, looked up): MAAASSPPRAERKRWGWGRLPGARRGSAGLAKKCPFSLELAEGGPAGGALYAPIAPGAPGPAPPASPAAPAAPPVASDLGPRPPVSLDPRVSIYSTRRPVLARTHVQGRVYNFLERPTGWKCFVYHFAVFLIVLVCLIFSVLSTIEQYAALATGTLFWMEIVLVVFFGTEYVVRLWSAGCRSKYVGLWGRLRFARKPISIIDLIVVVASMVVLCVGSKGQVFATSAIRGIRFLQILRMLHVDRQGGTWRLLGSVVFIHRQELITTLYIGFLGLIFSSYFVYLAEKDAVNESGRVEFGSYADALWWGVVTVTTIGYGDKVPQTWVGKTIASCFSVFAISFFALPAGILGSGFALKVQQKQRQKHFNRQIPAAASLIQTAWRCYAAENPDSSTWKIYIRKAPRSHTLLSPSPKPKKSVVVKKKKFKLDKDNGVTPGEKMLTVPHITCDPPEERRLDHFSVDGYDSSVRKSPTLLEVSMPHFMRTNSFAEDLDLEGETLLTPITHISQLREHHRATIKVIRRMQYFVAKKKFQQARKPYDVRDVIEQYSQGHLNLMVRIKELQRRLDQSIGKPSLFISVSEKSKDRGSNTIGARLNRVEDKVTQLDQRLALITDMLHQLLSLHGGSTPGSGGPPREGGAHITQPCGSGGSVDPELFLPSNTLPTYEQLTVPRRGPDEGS
Platelet DG rel: platelet dense granule release activity. human platelet-rich plasma, SFLLRN dense granule ATP release, luminescence. AID 1663. inhibition, %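 (compounds screened at 7.5 µM in platelet-rich plasma)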. hit rate 0.22% among 300,000;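 active = mean replicate score, as percent of positive control, at or above 50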
KCNK9 block: human KCNK9 channel inhibition; HEK293 KCNK9, FluxOR thallium flux fluorescence; active compounds read low; B-score at 10 µM; hit rate 1.2% among 310,000; Q9NPC2;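 active = ratio B-score over 3 SD below the library mean, with starting fluorescence within 5 SD of its mean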;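 note: negative B-score means less thallium flux so channel inhibition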
TRPC4 act: TRPC4 (mouse) channel activation; Q9QUQ5; HEK293 TRPC4beta/mu-opioid, Fluo4 calcium fluorescence; active compounds read high; B-score at 10 µM; hit rate 0.49% among 310,000; AID 2237;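 active = B-score above 5 SD of library B-scores, and initial fluorescence ratio not above library mean plus 5 SD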;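 note: positive B-score marks a calcium rise read as TRPC4 activation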
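System – HEK293 cells stably co-expressing mouse TRPC4beta and mu-opioid receptor · Signal – Fluo4 calcium-sensitive dye fluorescence, kinetic, 1 Hz baseline · Benchmarks – buffer (low) and maximal DAMGO (high) · Read-out – B score of integrated fluorescence ratio per well · Incubation – dye loading 45 min room temperature, 110 s kinetic read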
TRPC4 PAM: allosterically enhances the mouse TRPC4 cation channel | AID 2227 | B-score at 10 µM | HEK293 TRPC4beta/mu-opioid, DAMGO EC20, Fluo-4 Ca2+ flux; active compounds read high | Q9QUQ5 | hit rate 0.42% among 310,000;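 active = B-score of calcium response area above 5 SD of library B-scores, with initial fluorescence ratio within 5 SD of library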;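 note: B-score of integrated fluorescence ratio over time as area under calcium response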
Dyrk1A ADPGlo: inhibitors of rat Dyrk1A kinase; Q63470; ADP-Glo luminescence, NFATc1 peptide; inhibition, % at 12.5 µM; hit rate 0.43% among 310,000; in the data active = inhibition above about 50%;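 note: plate controls were vehicle with enzyme for no effect and no enzyme for full effect; many of its hits are not listed in these tables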
KCNK3 inh: human KCNK3 channel inhibition, primary screen. B-score at 10 µM. CHO-KCNK3 thallium flux, FluxOR fluorescence; active compounds read low. hit rate 0.84% among 340,000. AID 602410. O14649;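 active = B-score under library mean minus 4 SD, starting fluorescence ratio at most library mean plus 5 SD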;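 note: more negative B-score means stronger inhibition of thallium flux through KCNK3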
Target sequence (O14649 whole entry, looked up): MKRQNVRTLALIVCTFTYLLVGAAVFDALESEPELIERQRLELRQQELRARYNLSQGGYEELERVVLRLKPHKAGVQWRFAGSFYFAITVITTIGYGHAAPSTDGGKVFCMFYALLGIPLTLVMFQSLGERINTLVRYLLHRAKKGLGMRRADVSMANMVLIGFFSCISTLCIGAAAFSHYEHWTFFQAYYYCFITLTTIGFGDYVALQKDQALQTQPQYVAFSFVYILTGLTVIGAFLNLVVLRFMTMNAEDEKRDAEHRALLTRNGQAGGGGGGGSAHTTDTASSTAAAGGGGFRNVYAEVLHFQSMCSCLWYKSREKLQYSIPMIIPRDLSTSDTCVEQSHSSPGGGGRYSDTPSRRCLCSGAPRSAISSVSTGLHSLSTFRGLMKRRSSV
KCNQ1 pot: potentiates or activates the human KCNQ1 potassium channel; hit rate 0.35% among 310,000; B-score at 10 µM; CHO-K1 KCNQ1, thallium flux FluxOR fluorescence; active compounds read high; P51787;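 active = fluorescence ratio B-score, a plate-corrected score, at least three library SD, with initial intensity B-score within 5 SD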
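assay system = CHO-K1 cells stably expressing KCNQ1 | medium = assay buffer, equal DMSO in all wells | timing = 37 °C overnight plating, 90-min dark dye load, 20-min compound pretreatment | measured by = kinetic FluxOR thallium fluorescence, 10-s 1-Hz baseline, 110-s post-stimulus read | measure = fluorescence change relative to baseline, converted to B score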
hERG protect: shields human hERG channel from block by proarrhythmic agents. hit rate 0.51% among 310,000. activation (rescue from dofetilide block), less the hit threshold, % at 10 µM. Q12809. CHO-hERG, FluxOR thallium flux, dofetilide IC70 present;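 active = activation above the mean of controls blocked by dofetilide plus 5 SD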;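 note: thallium influx through hERG after potassium depolarization seen as dye fluorescence rise; in these data hits start at about 4.7%; inactives centre near -7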
* hit, by the source's call; i = inactive; x = no result given. The list is partial; rates above refer to the full screens.

Each structure is followed by: PolyA inhibitor | TRPC4 block | KCNQ1 block | Platelet DG rel | KCNK9 block | TRPC4 act | TRPC4 PAM | Dyrk1A ADPGlo | KCNK3 inh | KCNQ1 pot | hERG protect
> Cc1nc(Oc2ccccc2)c2oc3ccccc3c2n1
→ i | i | i | -3 | i | i | i | -2 | i | i | -4
> CCc1c(C)nc2ncnn2c1Nc1ccc(C)c(C)c1
→ i | i | i | 4 | i | i | i | 3 | i | i | -5
> O=C(Nc1ccc(Br)cc1)c1csc(-c2ccncc2)n1
→ i | i | i | 0 | i | i | i | -5 | i | i | -1
> CN1C(=O)c2cccc(NC(=O)Cc3ccccc3)c2C1=O
→ i | i | i | -23 | i | i | i | 15 | i | i | -9
> O=C(Nc1ccc(Cl)cc1Cl)c1ccc2c(=O)n3c(nc2c1)CCC3
→ i | i | i | -21 | i | 59* | i | 13 | i | i | -13
> CCCNC(=O)NNC(=O)c1cc(-c2ccc3c(c2)OCO3)nc2ccccc12
→ i | i | i | 3 | i | i | i | x | i | i | -12
> COc1ccccc1CNC(=O)C1Cc2cc(S(=O)(=O)N3CCCC3)ccc2N1C(C)=O (stereo not given)
→ i | i | i | 0 | i | i | i | -1 | i | i | -9
> Cc1csc2ncc(C(=O)Nc3ccccc3Cl)c(=O)n12
→ i | i | i | -6 | i | i | i | 1 | i | i | -2
> CCOC(=O)/C(=N\Nc1ccc(OC)cc1)c1csc(Nc2ccccc2)n1
→ i | i | i | 5 | i | i | i | 2 | i | i | -4
> O=C(O)c1[nH]c2ccccc2c1CC(=O)N1CCN(c2ccccc2)CC1
→ i | i | i | -6 | i | i | i | 0 | i | i | -8
> O=c1cc(N2CCC3(CC2)OCCO3)[nH]c(=O)n1C1CCCCC1
→ i | i | i | 1 | i | i | i | 1 | i | i | -6
> Cc1ccc(C2CC2c2n[nH]c(=S)n2-c2ccc(Cl)cc2)cc1 (stereo not given)
→ i | i | i | 4 | i | i | i | 2 | i | i | -16
> CCOCCCNC(=O)C(NC(=O)c1cnccn1)c1ccc(C)cc1 (stereo not given)
→ i | i | i | -1 | i | i | i | -4 | i | i | -12
> O=C(CCC(=O)N1CCN(S(=O)(=O)c2ccc(Cl)cc2)CC1)Nc1ccc2ccccc2c1
→ i | i | i | -14 | i | i | i | 2 | i | i | -8
> CCn1cc(S(=O)(=O)N2CCCC2)cn1
→ i | i | i | -1 | i | i | i | 1 | i | i | -4
> CCOCCCNCC(=O)Nc1ccc(S(=O)(=O)NC(C)CC)cc1 (stereo not given)
→ i | i | i | -13 | i | i | i | -5 | i | i | -4
> Cc1nnc(NC(=O)c2sc3nc(-c4cccs4)cc(C(F)(F)F)c3c2N)s1
→ i | i | 6* | 2 | i | i | i | 11 | i | i | -19
> COC(=O)c1ccc(NC(=O)COc2ccc([N+](=O)[O-])cc2)cc1
→ i | i | i | -16 | i | i | i | 3 | i | i | -9
> CSc1nnc([C@H](Cc2c[nH]c3ccccc23)NC(=O)OC(C)(C)C)o1
→ i | i | i | -3 | i | i | i | -1 | i | i | -7
> CN(CC(=O)Nc1ccc(F)c(F)c1F)C(=O)C1CC(=O)N(c2ccc3c(c2)OCCO3)C1 (stereo not given)
→ i | i | i | 12 | i | i | i | -1 | i | i | -14
> CCCCN(C(=O)Cn1nnc2ccccc21)C(C(=O)NCCOC)c1cccs1 (stereo not given)
→ i | i | i | 0 | i | i | i | -7 | i | i | -5
> COc1cccc(NC(=O)C2CCCN(S(C)(=O)=O)C2)c1 (stereo not given)
→ i | i | i | 15 | i | i | i | 8 | i | i | -4
> O=c1c2ccccc2ncn1Cc1ccc(Cl)c(Cl)c1
→ i | i | i | -4 | i | i | i | x | i | i | -7
> Cc1nc(NC(=O)CSc2nccn2C)sc1C(=O)N(C)C
→ i | i | i | -28 | i | i | i | -4 | i | i | -5
> CCCCOc1ccc(C(=O)N2CCN(c3ncccn3)CC2)cc1
→ i | i | i | 0 | i | i | i | 4 | i | i | -11
> COc1cc(C(=O)Oc2ccccc2N)cc(OC)c1OC
→ i | i | i | -8 | i | i | i | -1 | i | i | -9
> Cc1c(NS(=O)(=O)c2ccc(N3CCN(C)CC3)c([N+](=O)[O-])c2)c(=O)n(-c2ccccc2)n1C
→ i | i | i | -2 | i | i | i | -2 | i | i | -5
> CC1CC(C)CN(C(=O)CSc2nnc(-c3ccc(Cl)s3)o2)C1 (stereo not given)
→ i | i | i | 9 | i | i | i | 7 | i | i | -4
> O=[N+]([O-])c1ccc2nc(SCc3cn4cc(Cl)ccc4n3)[nH]c2c1
→ i | i | i | -10 | i | i | i | 2 | i | i | -15
> Cc1ccc(CN2CCC(C(=O)Nc3ccc(Oc4cccnc4)cc3)CC2)cc1
→ i | i | i | 2 | i | i | i | 0 | i | i | -9
> FC(F)(F)c1nc(N2CCN(c3ccccc3)CC2)nc2c1CCCCC2
→ i | i | i | 11 | i | i | i | 1 | i | i | -10
> Cc1ccc(NC(=O)CSc2ncc3ccccn23)cc1C
→ i | i | i | -5 | i | i | i | -3 | i | i | 5.9*
> Cc1cc(S(=O)(=O)N2CCOCC2)ccc1OCC(=O)N1CCCC1
→ i | i | i | -3 | i | i | i | -3 | i | i | -2
> Cc1csc(NC(=O)Cc2ccccc2[N+](=O)[O-])n1
→ i | i | i | -27 | i | i | i | 0 | i | i | 0
> NC(=O)c1ccc(-n2nnnc2SCC(=O)NC2CCCCC2)cc1
→ i | i | i | 3 | i | i | i | 1 | i | i | -4
> Cn1cc(Br)c(-c2cccc(N3C(=O)CCCC3=O)c2)n1
→ i | i | i | 0 | i | i | i | x | i | i | -6
> O=C(NC1CC1)C1CCN(Cc2cnn(-c3ccccc3)c2-n2cccc2)CC1
→ i | i | i | 1 | i | i | i | 0 | i | i | -9
> COc1ccccc1C(=O)NC(CCSC)C(=O)NCC(c1cccs1)N(C)C (stereo not given)
→ i | i | i | -3 | i | i | i | 10 | i | i | -12
> CNC(=O)N1c2ccccc2CCc2ccccc21
→ i | i | i | 4 | i | i | i | -5 | i | i | -7
> CCCCn1c(N)c(N(CC(C)C)C(=O)c2ccc3c(c2)NC(=O)C(C)S3)c(=O)[nH]c1=O (stereo not given)
→ i | i | i | -10 | i | i | i | -6 | i | i | -9

Next part; the last 4 above are carried over.
Each structure is followed by: PolyA inhibitor | TRPC4 block | KCNQ1 block | Platelet DG rel | KCNK9 block | TRPC4 act | TRPC4 PAM | Dyrk1A ADPGlo | KCNK3 inh | KCNQ1 pot | hERG protect
> O=C(NC1CC1)C1CCN(Cc2cnn(-c3ccccc3)c2-n2cccc2)CC1
→ i | i | i | 1 | i | i | i | 0 | i | i | -9
> COc1ccccc1C(=O)NC(CCSC)C(=O)NCC(c1cccs1)N(C)C (stereo not given)
→ i | i | i | -3 | i | i | i | 10 | i | i | -12
> CNC(=O)N1c2ccccc2CCc2ccccc21
→ i | i | i | 4 | i | i | i | -5 | i | i | -7
> CCCCn1c(N)c(N(CC(C)C)C(=O)c2ccc3c(c2)NC(=O)C(C)S3)c(=O)[nH]c1=O (stereo not given)
→ i | i | i | -10 | i | i | i | -6 | i | i | -9
> Cc1cc(C)cc(OCc2nc(-c3cccnc3)no2)c1
→ i | i | i | 12 | i | i | i | 6 | i | i | -12
> O=C(Nc1cc([N+](=O)[O-])ccc1O)c1cccc(C(=O)Nc2cc([N+](=O)[O-])ccc2O)c1
→ i | i | i | 0 | i | i | i | x | i | i | -5
> CCc1c(C)nc(N2CCN(c3cccc(OC)c3)CC2)[nH]c1=O
→ i | i | i | 2 | i | i | i | 1 | i | i | -2
> Cc1cc(/C=N/N2CCN(C)CC2)c(C)n1-c1ccc(Cl)cc1
→ i | i | i | 2 | i | i | i | 2 | i | i | -7
> CCCCSc1nc2c(c(=O)n1CC)SC(C)C2 (stereo not given)
→ i | i | i | -1 | i | i | i | -3 | i | i | -12
> COc1ccccc1[C@@H]1C(c2cccc(Cl)c2)=NN(c2ccc(Br)cc2)[C@H]1C(=O)N1CCOC1=O
→ i | i | i | 0 | i | i | i | 0 | i | i | -11
> Clc1ccc2c(c1)C(C1=NCCN1)c1ccccc1CS2 (stereo not given)
→ i | i | i | -19 | i | i | i | -3 | i | i | -5
> COc1ccc(COC(=O)Nc2cc3c(C(F)(F)F)nn(C)c3s2)cc1
→ i | i | i | 4 | i | i | i | 3 | i | i | -11
> Cc1cc(F)ccc1S(=O)(=O)Nc1ncnc2scc(-c3ccc(F)cc3)c12
→ i | i | i | 5 | i | i | i | 0 | i | i | 0
> O=C(NCN1C(=O)C2C3C=CC(C3)C2C1=O)Nc1ccccn1 (stereo not given)
→ i | i | i | -11 | i | i | i | -1 | i | i | -7
> O=C(c1ccc(NC2=NC3CS(=O)(=O)CC3S2)cc1)N1CCN(c2ccccc2F)CC1 (stereo not given)
→ i | i | i | -1 | i | i | i | 1 | i | i | -9
> Cc1cc(/C=N/NC(=O)C(O)(c2ccccc2)c2ccccc2)c(C)n1-c1cccc(C(=O)O)c1
→ i | i | i | 7 | i | i | i | 0 | i | i | -7
> Cc1cc(=O)oc2cc(NC(=O)c3c(Cl)cnn3C)ccc12
→ i | i | i | 9 | i | i | i | 5 | i | i | -9
> Cc1cccc(NC(=S)Nc2ccc(N3CCOCC3)cc2)c1C
→ i | i | i | -7 | i | i | i | 3 | i | i | -7
> CCOC(=O)c1c(NC(=O)C2CCN(S(=O)(=O)c3cccs3)CC2)sc(C)c1C
→ i | i | i | 6 | i | i | i | -1 | i | i | -6
> COc1ccc(NC(=O)Cn2nnc(-c3ccccc3NC(=O)c3ccco3)n2)cc1
→ i | i | i | -1 | i | i | i | 1 | i | i | -2
> COc1cccc(CNc2cc(C)ccn2)c1O
→ i | i | i | 2 | i | i | i | 8 | i | i | -4
> O=C(NC1CCCN(Cc2ccccc2F)C1)c1cccs1 (stereo not given)
→ i | i | i | -20 | i | i | i | x | i | i | -7
> COc1ccc(NC(=O)C2(S(=O)(=O)c3ccc(C)cc3)CC2)cc1
→ i | i | i | 5 | i | i | i | 1 | i | i | -6
> CN(c1ccccc1C(=O)NCC1CCCO1)S(C)(=O)=O (stereo not given)
→ i | i | i | -4 | i | i | i | 5 | i | i | -11
> COc1ccc(C(=O)N/N=C/c2ccc(OC)c(COc3ccc(F)cc3)c2)cc1
→ i | i | i | -20 | i | i | i | -4 | i | i | -15
> CN1c2ccccc2C(O)=C(C(=S)Nc2ccccc2)S1(=O)=O
→ i | i | i | 14 | i | i | i | -3 | i | i | -10
> Cc1cc(C)c2sc(NC(=O)CN3C(=O)CCC3=O)nc2c1
→ i | i | i | 0 | i | i | i | 24 | i | i | -12
